# HepG2 viability: counter-screen for TGF-b inhibitors: cytotoxicity in HepG2 cells | HepG2 CAGA-GFP viability, ATP luminescence, 18 h | Potency, µM (series often up to 46.1 µM), without a hit: at the top dose activity change, negative = cytotoxicity, actives largely listed as cytotoxic | 0.76% of 410,000 active | AID 588856; further: potency means the concentration at half of the fitted maximal effect; some results filed as inactive show a strong effect at the top dose
#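 CellTiter-Glo luminescence gave cytotoxicity after 18 hours at 37 degrees C. The cells were HepG2 CAGA-GFP in 1% FBS DMEM, stimulated with 500 pg/mL TGF-beta after compound addition. %Activity was normalised to no-cell wells (complete cell-killing) and DMSO (no toxicity), and curves were fitted and classified.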
# Nrf2 activator: activates Nrf2 signaling; AREc32 ARE-luciferase reporter (MCF7-derived line), luminescence, 24 h; Potency, µM (highest dose often 46.1 µM), for inactives: at the top dose activation, actives largely listed as activators; 0.31% of 410,000 active; AID 624171; further: potency means the concentration at half of the fitted maximal effect; % of control where 0% means no effect; nearly all actives have a fitted effect of over 65% in size
#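 ARE activation measured as luciferase luminescence (Steady-Glo, 30 min RT) in AREc32_Fluc cells after 24 hr compound exposure at 37 deg C, 5% CO2; cells seeded overnight at 1000/well in OPTI-MEM, 5% FBS.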
# A549 tox: counter-screen for Nrf2 inhibitors: cytotoxicity in A549 cells. Potency, µM (highest dose often 46 µM), for the others: top-dose activity change, negative = cytotoxicity, hits mostly inhibitors. A549 ARE-Fluc cells, CellTiter-Fluor viability, 18-24 h. AID 504648. 0.16% of 390,000 active; further: potency means the concentration at half of the fitted maximal effect; on the % scale 0 is the no-effect control and ±100 the full control effect
#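 A549 ARE-Fluc cells in 5% FBS OPTI-MEM, 5000 cells/well, rested 2 h then exposed to compounds in concentration-response for 18-24 h at 37 °C. Viability by CellTiter-Fluor fluorescence (Ex 405/Em 525) after 30 min; luciferase luminescence (BugLite, 15 min, RT) read afterwards.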
# IL-1B inflam inh: inflammasome signaling inhibition, IL-1 beta readout; THP-1 LPS/ATP IL-1B secretion, AlphaLISA, 16 h; active compounds read low; activity change, % at 57.5 µM; 4.7% of 360,000 active; in the data active means activity change below about -50%; inconclusive means mostly about -30% to -49%; further: on the % scale 0 is the no-effect control and ±100 the full control effect
#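 Secreted IL-1B measured by AlphaLISA bead assay after 16 h compound exposure of THP-1 cells; compounds (final up to 57.5 uM) added 1 h before LPS (250 ng/mL) and ATP (1.25 mM) stimulation; lower signal means less secretion.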
# MCF10A rereplic: induces DNA re-replication in MCF 10a normal breast cells | MCF 10A DNA re-replication, Hoechst nuclear intensity, 48 h | Potency, µM (doses to about 46.1 µM), for the others: at the top dose activity, positive = re-replication, actives largely listed as activators | 2.9% of 350,000 active; further: potency means the concentration at half of the fitted maximal effect; % of control where 0% means no effect; nearly all actives have a fitted effect of over 50% in size
# ATXN viability: cell viability loss in ATXN counter-screen; Potency, µM (highest dose often 56.7 µM), most hits filed as cytotoxic; 0.49% of 400,000 active; S2 cells (HEK-293 line with an ATXN2-luciferase reporter) viability, CellTiter-Fluor protease fluorescence, 24 h; further: potency means the concentration at half of the fitted maximal effect; nearly all actives have a fitted effect of over 40% in size
# TGFb inhibitor: blocks TGF-b signaling; Potency, µM (top dose mostly 46.1 µM), without a hit: at the top dose activity, negative = inhibition, most hits filed as inhibitors; HepG2 CAGA-GFP TGF-b/SMAD3 reporter, GFP fluorescence, 18 h; TGF-beta stimulated, 500 pg/mL final; 1.2% of 410,000 active; AID 588855; further: potency means the concentration at half of the fitted maximal effect; on the % scale 0 is the no-effect control and ±100 the full control effect; nearly all actives have a fitted effect of over 65% in size
#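 Read-out: total well GFP (ex488/em500-530) summed from mean per-cell fluorescence. Cells: HEPG2 CAGA-GFP, 1% FBS DMEM, 18 h at 37 degrees C with 500 pg/mL final TGF-beta. Unstimulated wells served as the full-inhibition control; stimulated DMSO wells = 0%.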
# Nrf2 block: inhibitors of Nrf2 signaling | A549 ARE-Fluc reporter, luciferase luminescence, 18-24 h | Potency, µM (highest dose often 46 µM), for inactives: top-dose activity change, negative = inhibition, usual class: inhibitors | 2.1% of 360,000 active | AID 504444; further: potency means the concentration at half of the fitted maximal effect; on the % scale 0 is the no-effect control and ±100 the full control effect; nearly all actives have a fitted effect of over 60% in size
#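 Nrf2 activity is the BugLite luminescence, read 15 min after reagent at room temperature, following CellTiter-Fluor cytotoxicity readout (30 min, 37C). Compound titrations were applied for 18-24 h to 5000 A549 ARE_Fluc cells/well in 5% FBS OPTI-MEM.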
# ATXN2 expr inh: ATXN2 expression inhibition | HEK-293 ATXN2-luciferase reporter, luminescence, 24 h | Potency, µM (series often up to 57 µM), for the others: top-dose activity change, negative = inhibition, actives largely listed as inhibitors | 0.72% of 360,000 active | AID 1745845; further: potency means the concentration at half of the fitted maximal effect; on the % scale 0 is the no-effect control and ±100 the full control effect; nearly all actives have a fitted effect of over 55% in size
#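 ATXN2-luciferase reporter cells (luciferase flanked by upstream and downstream ATXN2 gene portions) were treated 24 h at 37 °C with compounds at up to 57 uM. SteadyGlo luminescence gave expression; GF-AFC fluorescence gave viability.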
# Numbers without * were called inactive; i = inactive; ? = inconclusive; . = no result given; & = joins results of further samples; [ ] = another dose, or the depositor's remark. Unless noted, the call rests on the fitted dose curve; in most records, active means well fitted curve in the direction sought with a large enough effect; inconclusive means small, poorly fitted or top-dose-only effect, or another doubt; inactive means no such curve, though single readings can be large; an effect the other way counts as inactive or inconclusive. Outcome played no part in choosing rows; 8.8% or so of the library scored in one or more.
SMILES,HepG2 viability,Nrf2 activator,A549 tox,IL-1B inflam inh,MCF10A rereplic,ATXN viability,TGFb inhibitor,Nrf2 block,ATXN2 expr inh
FC(F)(F)c1cc(C(F)(F)F)c2ccc(N3CCN(c4ccc(Cl)cc4)CC3)nc2n1,-17%,0.2%,1%,0,3%,.,-4%,-7%,.
Cc1csc(N=Cc2ccc([N+](=O)[O-])o2)n1,4%,?,.,-12,.,i,6%,.,.
Cc1nc2ncnn2c(C)c1CCC(=O)NCCC1=CCCCC1,-9%,-0.6%,3%,0,0%,i,?,-4%,3%
Cc1ccccc1C1=NC(C(F)(F)F)(C(F)(F)F)c2c(n(C)c(=O)n(C)c2=O)N1,-18%,2.3%,6%,-5,8%,i,-13%,-27%,-10%
COc1ccc(-c2csc(NC(=O)COc3ccc(N(C)S(=O)(=O)c4ccc(C)cc4)cc3)n2)cc1,0%,0.2%,11%,6,10%,i,0%,?,-3%
Cc1c(NC(=O)/C(C#N)=C/c2ccc(-c3ccc(Cl)c(Cl)c3)o2)c(=O)n(-c2ccccc2)n1C,-26%,7.5%,?,-52*,5%,?,?,?,?
COC(=O)c1ccc(Oc2nc3c(c(=O)n(C)c(=O)n3C)n2C(C)C)cc1,-77%,-0.5%,-4%,.,.,i,0%,6%,10%
CC(NC(=O)CNC(=O)c1cccc(Cl)c1)c1ccccc1 (stereo not given),1%,0.0%,2%,2,-3%,i,-10%,4%,.
CC(NCC(=O)Nc1ccccc1C(=O)NC1CC1)c1ccco1 (stereo not given),3%,0.2%,1%,13,0%,?,-20%,2%,25%
CC1CCC(NC(=O)c2ccc(CS(=O)(=O)c3cccc(C(F)(F)F)c3)o2)CC1 (stereo not given),-3%,0.1%,-14%,.,.,i,?,?,3%
COc1ccc(OC)c(NCc2cccn2-c2nnc(N3CCC(C)CC3)s2)c1,-1%,1.1%,-5%,.,.,.,-2%,?,.
COc1ccccc1NS(=O)(=O)c1ccc2oc(SCC(=O)N3CCNC3=O)nc2c1,-18%,0.2%,-11%,-5,2%,i,-19%,?,4%
C=CCN(CC=C)C(=S)Nc1ccccc1,-19%,-0.5%,-6%,1,1%,i,-12%,3%,7%
CC(C)c1nc(-c2c(N)n(C)c(=O)n(C)c2=O)sc1C(=O)C(C)(C)C,2%,1.5%,-9%,30,5%,i,-1%,-5%,0%
Cc1cc(-c2ccc(C)c(S(=O)(=O)NCC3CCN(Cc4ccc(F)cc4)CC3)c2)on1,-18%&-24%,5.0%&7.6%,-17%&-1%,-88*,13%,?,?,-17%&27%,?

# As a short view, some entries already given:
SMILES,HepG2 viability,Nrf2 activator,A549 tox,IL-1B inflam inh,MCF10A rereplic,ATXN viability,TGFb inhibitor,Nrf2 block,ATXN2 expr inh
FC(F)(F)c1cc(C(F)(F)F)c2ccc(N3CCN(c4ccc(Cl)cc4)CC3)nc2n1,-17%,0.2%,1%,0,3%,.,-4%,-7%,.
Cc1csc(N=Cc2ccc([N+](=O)[O-])o2)n1,4%,?,.,-12,.,i,6%,.,.
Cc1nc2ncnn2c(C)c1CCC(=O)NCCC1=CCCCC1,-9%,-0.6%,3%,0,0%,i,?,-4%,3%
Cc1ccccc1C1=NC(C(F)(F)F)(C(F)(F)F)c2c(n(C)c(=O)n(C)c2=O)N1,-18%,2.3%,6%,-5,8%,i,-13%,-27%,-10%
COc1ccc(-c2csc(NC(=O)COc3ccc(N(C)S(=O)(=O)c4ccc(C)cc4)cc3)n2)cc1,0%,0.2%,11%,6,10%,i,0%,?,-3%
Cc1c(NC(=O)/C(C#N)=C/c2ccc(-c3ccc(Cl)c(Cl)c3)o2)c(=O)n(-c2ccccc2)n1C,-26%,7.5%,?,-52*,5%,?,?,?,?
COC(=O)c1ccc(Oc2nc3c(c(=O)n(C)c(=O)n3C)n2C(C)C)cc1,-77%,-0.5%,-4%,.,.,i,0%,6%,10%
CC(NC(=O)CNC(=O)c1cccc(Cl)c1)c1ccccc1 (stereo not given),1%,0.0%,2%,2,-3%,i,-10%,4%,.
CC(NCC(=O)Nc1ccccc1C(=O)NC1CC1)c1ccco1 (stereo not given),3%,0.2%,1%,13,0%,?,-20%,2%,25%
CC1CCC(NC(=O)c2ccc(CS(=O)(=O)c3cccc(C(F)(F)F)c3)o2)CC1 (stereo not given),-3%,0.1%,-14%,.,.,i,?,?,3%
COc1ccc(OC)c(NCc2cccn2-c2nnc(N3CCC(C)CC3)s2)c1,-1%,1.1%,-5%,.,.,.,-2%,?,.

# The list continues.
SMILES,HepG2 viability,Nrf2 activator,A549 tox,IL-1B inflam inh,MCF10A rereplic,ATXN viability,TGFb inhibitor,Nrf2 block,ATXN2 expr inh
Cc1ccc(C)c(NC(=O)CN2C(=O)CSc3nc(C)cc(C)c32)c1,-1%,0.5%,-1%,.,.,i,-25%,1%,1%
CC1CC(C)CN(S(=O)(=O)c2ccc(NC(=O)CCN3C(=O)C4CC=CCC4C3=O)cc2)C1 (stereo not given),-27%,-0.7%,0%,-1,2%,?,-18%,?,.
CCc1nc(SCC(=O)NCc2ccco2)c2c(=O)n(C)c(=O)n(C)c2n1,0%,5.4%,14%,48,-1%,i,-1%,-10%,-3%
COc1ccccc1NS(=O)(=O)c1ccc(C)c(C(=O)N2CCN(c3ccc(O)cc3)CC2)c1,1%,10%,-12%,0,19%,i,?,?,?
CCC(C)n1c(/C=C/c2ccccc2)nc2ccccc21 (stereo not given),-13%,7.2%,4%,8,-10%,i,-20%,13%,11%
CCc1ccc(C(=O)N2CCN(S(=O)(=O)c3sc(C(=O)O)c(C)c3C(=O)O)CC2)cc1,2%,-0.8%,-2%,21,-3%,i,12%,-3%,3%
CCN(CC(=O)Nc1c(F)cccc1F)C(=O)C1CCN(c2ncnc3sc(C)c(C)c23)CC1,3%,-0.7%,-4%,-17,17%,i,-5%,?,-12%
O=C(NCc1ccccc1Cl)c1cc([N+](=O)[O-])ccc1Cl,-4%,0.7%,-3%,-6,0%,i,2%,-17%,.
Cc1ccc(CN(C)C(=O)CCc2c[nH]c3ccccc23)o1,-1%,0.1%,3%,?,6%,i,14%,-14%,-7%
O=C(Nc1c(C(=O)N2CCC(N3CCCCC3)CC2)oc2ccccc12)c1c(F)cccc1F,-3%&-18%,0.1%&-0.9%,-4%&1%,?,1%,i,-2%&16%,-4%&12%,-3%&-1%
COC(=O)c1ccc(CN2CCC(CO)(Cc3ccc(OC)cc3)CC2)cc1,-27%,2.1%,2%,-6,10%,i,-1%,4%,-22%
CCOC(=O)c1nn(-c2ccccc2)c(=O)cc1SC1CCCCC1,-8%,-0.1%,9%,3,-57%[inhibitor],i,0%,17%,9%
O=C(Nc1ccc(Cl)cc1)c1csc(-c2ccccc2)n1,-26%,12%,-5%,29,23µM*,i,0%,2%,11%
O=C(OC1CCCCC1)c1ccc(NC(=O)C2CCCCC2)cc1,-19%,4.5%,-3%,-25,?,i,?,.,16%
N#C/C(=C/c1cccn1-c1cccc(C(=O)O)c1)c1ccc(F)cc1,-4%,-0.5%,-5%,-7,-8%,.,-6%,-10%,.
COc1ccc(OC)c(S(=O)(=O)NCc2cn3c(C)csc3n2)c1,-20%,2.3%,17%,20,3%,i,-6%,?,-3%
Cc1ccc(C(=O)Nc2ccccc2N2CCCCC2)cc1[N+](=O)[O-],-40%,3.5%,0%,79,2%,i,?,12µM*,.
COc1ccccc1NC(=O)c1ccccc1NS(=O)(=O)N1CCCC1,1%,-0.5%,0%,-1,8%,i,3%,?,-2%
NC(=O)c1ccc(-c2c(-c3ccccc3)sc3ccccc23)cc1,-9%,0.1%,0%,1,-9%,i,-4%,5%,9%
CC1CC(CN)CC(CO)C1 (stereo not given),6%,-0.6%,8%,14,-1%,i,6%,11%,12%
CCOc1ccc(N2C(=O)CS(=O)(=O)C23C(=O)N(Cc2cccc(Cl)c2)c2ccccc23)cc1 (stereo not given),-16%,-1.3%,13%,.,.,i,3%,-13%,3%
O=C(NNC(=O)c1cnccn1)c1ccc(Cl)cc1,-12%,0.1%,3%,23,7%,i,12%,-4%,-27%
Cc1sc2ncnc(SC(C)C(=O)N3c4ccccc4Sc4ccccc43)c2c1C (stereo not given),13%,0.4%,10%,-23,?,i,16%,-29%,21%
O=C(C1CCCN(S(=O)(=O)c2cccc3nonc23)C1)N1CCC(Cc2ccccc2)CC1 (stereo not given),-20%,1.9%,4%,?,?,i,-16%,.,28%
C[C@H]1COc2cc(N(C)CCO)ccc2S(=O)(=O)N1,.,0.1%,.,11,.,i,.,.,4%
C[C@@]12C(=O)N(CCc3c[nH]c4ccccc34)CC(=O)N1[C@H]1c3ccccc3OC[C@@H]1[C@@H]2c1ccccc1,-16%,0.8%,-13%,-21,6%,i,?,-22%,6%
CC12CN(C(=O)c3ccccc3)C3(C#N)CC1CCC23C (stereo not given),11%,1.9%,3%,-3,0%,?,-22%,13%,2%
Cc1csc2ncc(C(=O)NCCc3ccccc3)c(=O)n12,-14%,6.3%,10%,27,.,i,-3%,?,30%
O=C(N/N=C/c1ccc(Br)s1)c1ccccn1,-36%,-0.5%,-8%,-15,2%,i,-23%,?,18%
Cc1coc2c(C)c3oc(=O)c(CC(=O)NCc4ccccc4)c(C)c3cc12,-8%,-0.4%,-11%,.,.,.,-3%,3%,.

# High-throughput results as filed in PubChem BioAssay.
